Assay outcomes from PubChem.
MRP resist rev: MRP-mediated drug resistance reversal | 85,000 compounds, 0.04% hits | differential viability (reversal), % at 10 µM | H69AR cells + 2 uM doxorubicin, CellTiter-Glo, 72 h;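 active means viability drop by adding the cancer drug above about 55%, with treated viability meeting a 40% cutoff, limit read from the data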;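 further: viability without doxorubicin minus viability with 2 µM doxorubicin for each compound; larger differential means the compound sensitizes cells more to doxorubicin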
NFkB transloc inh: blocks IL-1B driven NFkB nuclear translocation in HUVEC cells | inhibition, % at 2 µM | 94,000 compounds, 0.43% hits | AID 796 | HUVEC IL-1B NFkB p65 nuclear translocation imaging;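 active means inhibition above about 30% together with a positive call from visual inspection of the well image, limit read from the data; inconclusive means inhibition above a set limit but visual check negative; inactive means inhibition not above a set limit, visual check negative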;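 further: nuclear over cytoplasmic p65 intensity ratio measured by imaging; 0% = IL-1B stimulated DMSO wells and 100% = unstimulated DMSO wells; values of inactives mirror those of a sister screen read the other way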
IL1B NFkB pot: enhances IL-1B driven NFkB nuclear translocation; HUVEC IL-1B NFkB p65 nuclear translocation imaging; activation, % at 2 µM; 94,000 compounds, 0.3% hits; AID 819;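 active means activation above 40%, about the mean plus 3 SD, also judged a hit on visual image review; inconclusive means activation above 40% but not a hit on visual review; inactive means activation not above 40% and no visual hit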;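 further: percent activation is computed from the nuclear over cytoplasmic p65 intensity ratio; values of inactives mirror those of a sister screen read the other way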
Bcl-B displacement: displacers of TR3 peptide from Bcl-B, primary screen, selectivity assay for Bfl-1 inhibitor project, biochemical, fluorescence polarization. FP displacement of FITC-TR3 peptide from Bcl-B; higher % means a stronger effect. one-dose displacement, % at 20 µM; IC50 in µM for titrated hits. 96,000 compounds, 0.11% hits. AID 748;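 active means displacement above 50% at 20 µM plus a fluorescence interference ratio under 1.5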;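 further: plate controls were wells without compound for no effect and wells lacking Bcl-B protein for full effect; a part of the inactive calls stands beside numbers as strong as those of hits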
PLAP inhibitors HTS: inhibition of human placental alkaline phosphatase – biochemical, luminescence, HTS (AID 690) | purified PLAP, luminescent substrate; higher % means a stronger effect | one-dose inhibition, % at 20 µM; IC50 in µM for titrated hits | 96,000 compounds, 0.08% hits; in the data active means a potency from the dose series; inactive means the rest, 99 in 100 with inhibition below about 30%; further: strong numbers were not always called active
MRP resist rev cytotoxicity: recorded beside MRP resist rev, whose call it bears; viability, %; H69AR cells, CellTiter-Glo, 72 h; measured here: cytotoxicity without doxorubicin
MRP resist rev with doxorubicin: recorded beside MRP resist rev, whose call it bears; viability, %; measured here: viability with 2 uM doxorubicin; hits give low values
NFkB transloc inh cell count 2 µM: further read-out of NFkB transloc inh, marked with its call; cell count; measured here: cells passing quality filter;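 raw number of nuclei counted in each imaged well without normalization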
IL1B NFkB pot cell count 2 µM: also measured in IL1B NFkB pot; calls as there; cell count; measured here: cells passing quality filter
* = called active by the depositor; ? = inconclusive; / = no result given. Only part of the results is shown; rates above refer to the full screens.

SMILES | MRP resist rev | MRP resist rev cytotoxicity | MRP resist rev with doxorubicin | NFkB transloc inh | NFkB transloc inh cell count 2 µM | IL1B NFkB pot | IL1B NFkB pot cell count 2 µM | Bcl-B displacement | PLAP inhibitors HTS
Cc1c(NC(=O)C2CC(c3ccc(F)cc3)=NO2)c(=O)n(-c2ccccc2)n1C (centres undefined) | -2.1 | 88.0 | 90.0 | 4.2 | 173 | -4.2 | 173 | -4.1% | -1.5%
NC(=O)NC(CC(=O)OCC(=O)NC(=O)NCc1ccco1)c1ccc(Cl)cc1 (centres undefined) | -0.7 | 85.0 | 85.8 | -32.3 | 140 | 32.3 | 140 | 0.6% | 8.6%
COc1ccc2cc(CN(C(=O)Nc3ccccc3)C3CCCC3)c(=O)[nH]c2c1 | 1.1 | 89.3 | 88.2 | / | / | / | / | -5.6% | -36.0%
OC(c1ccccc1)(c1ccc(F)cc1)C(c1ccccc1)N1CCOCC1 (centres undefined) | -6.8 | 41.4 | 48.2 | 1.4 | 167 | -1.4 | 167 | -0.8% | -21.6%
O=C1N(Cc2ccc(F)cc2Cl)c2ccccc2C12OCCCO2 | -0.5 | 91.8 | 92.3 | -20.1 | 157 | 20.1 | 157 | 8.8% | 6.5%
CCOC(=O)c1cc(CC)sc1NC(=O)c1ccc2c(c1)OCCO2 | -1.2 | 81.1 | 82.3 | -41.1 | 42 | ? | / | -10.3% | 5.9%
O=C(NCc1cccc(Cl)c1)c1cccnc1 | -0.5 | 79.4 | 79.9 | -4.4 | 128 | 4.4 | 128 | -9.5% | -30.5%
O=S(=O)(Nc1ccc(-c2cn3ccsc3n2)cc1)c1ccc2c(c1)OCCO2 | -4.8 | 96.3 | 101.1 | 0.6 | 170 | -0.6 | 170 | -2.2% | -14.0%
CCOC(=O)c1cnc2nc(C)[nH]n2c1=O | -18.4 | 88.2 | 106.6 | / | / | / | / | -7.6% | -1.4%
CCn1c(SCc2ccccc2)nnc1C1CCN(S(=O)(=O)c2ccc(OC)cc2)CC1 | / | / | / | 9.0 | 142 | -9.0 | 142 | -2.0% | -28.1%
COc1ccc(N(CC(=O)N2CCN(Cc3ccc4c(c3)OCO4)CC2)S(C)(=O)=O)cc1OC | 3.4 | 79.3 | 76.0 | -25.0 | 144 | 25.0 | 144 | / | /
COCCn1nnnc1C(c1ccc(OC)cc1)N1CCC(C)CC1 (centres undefined) | 1.7 | 95.5 | 93.8 | / | / | / | / | -1.1% | -50.1%
O=C1NCC2=C1C(c1ccccc1)Nc1ccccc1N2 (centres undefined) | -6.1 | 90.0 | 96.1 | 0.2 | 107 | -0.2 | 107 | -7.4% | -0.4%
CCOC(=O)c1nnn(-c2nonc2N)c1CN1CCCCCC1 | 14.7 | 94.4 | 79.7 | -4.1 | 159 | 4.1 | 159 | 3.6% | -7.6%
Cc1sc(NC(=O)CSc2nnc(COc3ccc(Cl)cc3)n2C)c(C#N)c1C | 5.9 | 30.7 | 24.8 | -8.1 | 181 | 8.1 | 181 | -13.0% | 19.2%

Continued, starting with the last two of the part before.
SMILES | MRP resist rev | MRP resist rev cytotoxicity | MRP resist rev with doxorubicin | NFkB transloc inh | NFkB transloc inh cell count 2 µM | IL1B NFkB pot | IL1B NFkB pot cell count 2 µM | Bcl-B displacement | PLAP inhibitors HTS
CCOC(=O)c1nnn(-c2nonc2N)c1CN1CCCCCC1 | 14.7 | 94.4 | 79.7 | -4.1 | 159 | 4.1 | 159 | 3.6% | -7.6%
Cc1sc(NC(=O)CSc2nnc(COc3ccc(Cl)cc3)n2C)c(C#N)c1C | 5.9 | 30.7 | 24.8 | -8.1 | 181 | 8.1 | 181 | -13.0% | 19.2%
COC(=O)c1ccccc1NC(=O)Cn1c(=O)oc2ccc(Cl)cc21 | 1.3 | 87.2 | 85.9 | 21.1 | 45 | -21.1 | 45 | -5.2% | -0.8%
Cc1ccc(-n2ncc3c(=O)n(CC#N)cnc32)cc1C | 3.8 | 85.6 | 81.9 | 11.2 | 136 | -11.2 | 136 | 7.6% | -14.6%
COc1ccc(NC(=O)c2ccco2)cc1NC(=O)c1cc2ccccc2o1 | -12.2 | 76.2 | 88.4 | / | / | / | / | -6.8% | 27.7%
CCOc1ccccc1C1NC(=O)NC(C)=C1C(=O)OC1CCCC1C (centres undefined) | -58.8 | 91.6 | 150.4 | 1.5 | 177 | -1.5 | 177 | -0.1% | 3.2%
O=C(O)C1=C(C(=O)N2CCN(C(=O)c3ccco3)CC2)CCCC1 | 8.0 | 94.9 | 86.9 | / | / | / | / | -6.5% | -15.1%
CCN(CCCNC(=O)Cn1cc2c(n1)CCCC2)c1cccc(C)c1 | 13.8 | 83.2 | 69.4 | / | / | / | / | -1.2% | -39.6%
COC(=O)c1sc(Nc2ccccc2)nc1C | 7.8 | 90.2 | 82.3 | -6.1 | 187 | 6.1 | 187 | 3.1% | -6.1%
COc1ccc(N2CC(C(=O)NC3CC(C)(C)NC(C)(C)C3)CC2=O)cc1 (centres undefined) | -11.4 | 79.6 | 91.0 | / | / | / | / | -0.7% | 2.1%
CNC(=S)Nc1cccc2[nH]ncc12 | / | / | / | -0.1 | 155 | 0.1 | 155 | -0.9% | 26.9%
CCOc1cc(-c2cc(-c3ccc(C)o3)nc(N)c2C#N)ccc1O | -31.2 | 12.2 | 43.4 | -9.8 | 53 | 9.8 | 53 | -12.5% | 14.7%
CC(=O)c1ccc(NC2CC(O)C(O)CO2)cc1 (centres undefined) | 2.7 | 93.8 | 91.1 | 9.7 | 71 | -9.7 | 71 | -0.8% | 5.1%
CNS(=O)(=O)c1cccc(C(=O)OCC(=O)c2cc(C)n(-c3ccc4c(c3)OCO4)c2C)c1 | 10.0 | 91.8 | 81.8 | 15.0 | 126 | -15.0 | 126 | -14.2% | -29.4%
CC(Oc1ccc(Cl)cc1Cl)c1nc(-c2ccc(NC(=O)c3cccnc3)cc2)no1 (centres undefined) | -37.6 | 6.3 | 43.9 | 4.6 | 101 | -4.6 | 101 | -35.2% | 1.7%
O=C(NCc1cccnc1)C(C(=O)c1ccc(F)cc1)n1ccccc1=O (centres undefined) | -7.9 | 76.1 | 84.0 | 2.3 | 114 | -2.3 | 114 | -2.9% | -14.3%
Cc1ccc2[nH]c(=O)c(CN(CCO)Cc3nnnn3CCc3ccccc3)cc2c1 | 6.5 | 88.0 | 81.5 | 10.5 | 112 | -10.5 | 112 | -4.4% | -73.8%
CN1CCCC(C(=O)C(C#N)c2ccccc2)C1 (centres undefined) | 8.1 | 101.4 | 93.3 | 15.3 | 92 | -15.3 | 92 | 3.4% | -6.9%
CN(c1ccccc1)c1nc(N2CCCC2)nc(-n2ccnc2)n1 | -20.4 | 39.5 | 59.9 | -11.7 | 76 | 14.1 | 76 | 1.2% | 3.7%
c1ccc(CNC2=NCCC2)nc1 | 0.1 | 93.6 | 93.6 | -33.6 | 151 | 33.6 | 151 | -0.9% | -16.2%
Cn1nnc2cc(C(=O)N3CCN(c4ccccc4)CC3)ccc21 | 6.4 | 90.7 | 84.3 | -12.8 | 110 | 12.8 | 110 | -4.8% | 2.4%
CCOc1cc2[nH]c(=S)n(CC3CCCO3)c(=O)c2cc1OCC (centres undefined) | -19.9 | 48.9 | 68.8 | 6.0 | 104 | -6.0 | 104 | -6.9% | -66.0%
COc1ccc2oc(C(=O)C3CC3)c(N)c2c1 | -4.1 | 94.8 | 99.0 | 7.7 | 195 | -7.7 | 195 | -0.3% | 15.7%
CCc1nnc(NC(=O)CSc2nnc(-c3ccncc3)n2C)s1 | -4.9 | 80.0 | 84.9 | -8.2 | 149 | 8.2 | 149 | / | /
CCOC(=O)CC1=CC(=O)Nc2ccccc2N1 | 18.9 | 100.8 | 82.0 | -2.8 | 162 | 2.8 | 162 | -3.6% | 13.7%
CC(C)COC(=O)n1ccc(C(=O)N2CCCCC2)n1 | / | / | / | -7.6 | 78 | 7.6 | 78 | -15.4% | -7.1%
CCS(=O)(=O)N1CCC(NC(C)=O)(c2ccccc2)CC1 | 14.8 | 87.7 | 72.9 | 0.5 | 183 | -0.5 | 183 | -14.7% | -5.0%
COc1ccc(OC)c(C(c2nnnn2CCC(C)C)N2CCN(C(=O)c3ccco3)CC2)c1 (centres undefined) | 2.8 | 73.4 | 70.6 | / | / | / | / | -0.6% | -67.8%
O=C(CS(=O)(=O)Cc1ccccc1)Nc1ccc(S(=O)(=O)N2CCCCCC2)cc1 | / | / | / | -2.2 | 93 | 2.2 | 93 | -6.5% | 13.7%
COc1ccc(C(C(=O)NC2CCCCC2)N(C(=O)c2sc(C)nc2C)c2ccc(OC)cc2)cc1 (centres undefined) | / | / | / | -3.7 | 173 | 3.7 | 173 | -1.0% | -44.8%
COc1cccc(OC(=O)CSc2nnc(-c3ccccc3Br)o2)c1 | -12.5 | 74.5 | 87.0 | -26.4 | 193 | 26.4 | 193 | -10.7% | 0.0%
COc1cc(C)nc(N2CCC(C(N)=O)CC2)n1 | 7.7 | 103.0 | 95.3 | -10.3 | 159 | 10.3 | 159 | -1.4% | -9.2%
Cc1ccc(CNC(=O)c2ccc(C#CC(C)(C)O)s2)cc1 | 6.1 | 107.2 | 101.1 | -11.4 | 92 | 11.4 | 92 | -4.7% | 20.2%
CN(C)c1ccc(C(=O)OCC(=O)Nc2ccc(S(N)(=O)=O)cc2)cc1 | 0.2 | 103.3 | 103.1 | -13.6 | 120 | 13.6 | 120 | 5.6% | 20.5%
Cc1cc(C(=O)CSc2nc(N)cc(=O)[nH]2)c(C)n1CCc1ccc(Cl)cc1 | / | / | / | 18.3 | 182 | -18.3 | 182 | -2.4% | -4.3%
Cc1ccc(CNC(=O)CSc2nnnn2C)cc1 | -4.0 | 91.4 | 95.3 | -3.4 | 171 | 3.4 | 171 | 12.4% | -0.3%
CC(=O)c1ccc(OC(C)C)c(CN2CCCCC2)c1 | -0.6 | 92.7 | 93.3 | -0.7 | 98 | 0.7 | 98 | -5.1% | -22.8%
CCCCCCCOC1(c2ccccc2)OC(=O)c2ccccc21 (centres undefined) | / | / | / | -1.8 | 99 | 1.8 | 99 | -4.9% | 7.8%
COc1ccc(-c2cc(C(=O)N3CCN(C(c4ccccc4)c4ccccc4)CC3)no2)cc1OC | / | / | / | -2.2 | 190 | 2.2 | 190 | 3.2% | -5.6%
O=C(Cn1cc2c(n1)CCCCC2)NC1CCCCCC1 | 3.3 | 87.7 | 84.4 | / | / | / | / | -3.2% | -8.2%
Cc1cccn2c(=O)c3cc(C(=O)NCC4CCCO4)n(C)c3nc12 (centres undefined) | -3.1 | 84.2 | 87.4 | 7.3 | 70 | -7.3 | 70 | / | /
COc1ccc(N2CCN(C(c3nnnn3CCc3ccccc3)C(C)C)CC2)cc1 (centres undefined) | -2.0 | 82.0 | 84.0 | 21.8 | 120 | -21.8 | 120 | 4.8% | 5.6%
COc1cc(C2N(c3ccc(F)cc3)C(=O)C3CCCN32)cc(OC)c1OC (centres undefined) | 2.4 | 93.3 | 90.9 | 0.4 | 186 | -0.4 | 186 | -89.7% | -72.2%
CC(C)CC(=O)Nc1sc2c(c1C#N)CC(C)(C)NC2(C)C | -3.4 | 87.6 | 91.0 | -6.8 | 181 | 6.8 | 181 | -4.3% | -6.0%
C/C=C(\C)CN1CCN(c2ccccc2)CC1 | 12.4 | 100.5 | 88.1 | 13.4 | 198 | -13.4 | 198 | 0.5% | 17.5%
CCc1c(C)nc2ncnn2c1NCCc1ccc(OC)c(OC)c1 | -3.3 | 70.9 | 74.2 | -5.3 | 113 | 5.3 | 113 | / | /
CCOC(=O)N1CCC(NC(=O)C(NC(=O)C2CCC(C)CC2)C(C)CC)CC1 (centres undefined) | 7.0 | 111.2 | 104.1 | 18.4 | 187 | -18.4 | 187 | -1.2% | -54.4%
O=C(COC(=O)CCC1CCCC1)Nc1ccc(Cl)cn1 | 6.7 | 111.1 | 104.4 | -8.8 | 134 | 8.8 | 134 | 1.1% | -8.8%
CCN(CC)c1ccc(C2CC(=O)Nc3cc(OC)c(OC)cc32)cc1 (centres undefined) | -5.0 | 86.2 | 91.2 | -24.2 | 175 | 24.2 | 175 | -7.7% | -6.4%
